Assay outcomes deposited in PubChem BioAssay by several laboratories.
SRC2 TRFRET art: TR-FRET signal artefacts, primary screen, artefact control for PPARgamma SRC-2 agonist project, biochemical. TR-FRET artefact counter-screen; active compounds read high. TR-FRET ratio at 8 µM. hit rate 0.4% among 200,000; in the data active means TR-FRET ratio above about 2000; further: inactives centre near 1500
Efa HMGR inh: inhibitors of E. faecalis class II HMGR, primary screen, biochemical, Enterococcus faecalis; purified E. faecalis HMGR, NADPH absorbance 340 nm kinetic; inhibition, % at 10 µM; hit rate 0.41% among 190,000; AID 1066, 2008;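 active means inhibition above a set limit, the median over all tested compounds plus 3 SD, cut at about 9.5% in these data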;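 further: enzyme runs in reverse so mevalonate oxidation gives rising NADPH absorbance; 0% = complete reaction with DMSO and 100% = background rate lacking mevalonate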
bIAP inhibitor: bovine intestinal alkaline phosphatase inhibitors, primary screen, selectivity assay for TNAP inhibitor project, biochemical, bovine IAP, CDP-star luminescence | alkaline phosphatase, intestinal [Bos taurus] | purified bovine IAP, 30 min | inhibition, % at 20 µM | 190,000 tested, under 10 active | AID 1019, 2008;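 active means over 50% inhibition of intestinal alkaline phosphatase at 20 µM in the single-dose screen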
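Assay system – bovine IAP enzyme · Quantity – bovine IAP at 1/65,000,000 final dilution · Detection – CDP-star luminescence signal · Times – 30 min reaction at room temperature · Also added – CDP-star substrate at 30 µM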
PPARg SRC2 recr: agonists of PPARg-SRC-2 recruitment, primary screen, biochemical, HTS. hit rate 0.34% among 200,000. AID 1032, 2008. Peroxisome proliferator-activated receptor gamma (Homo sapiens), P37231. PPARgamma LBD-SRC-2 recruitment. activation, % at 8 µM; in the data active means activation above about 22%;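 further: 0% = vehicle and 100% = reference agonist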
Target sequence (P37231 whole entry, looked up, the tested form may be a part): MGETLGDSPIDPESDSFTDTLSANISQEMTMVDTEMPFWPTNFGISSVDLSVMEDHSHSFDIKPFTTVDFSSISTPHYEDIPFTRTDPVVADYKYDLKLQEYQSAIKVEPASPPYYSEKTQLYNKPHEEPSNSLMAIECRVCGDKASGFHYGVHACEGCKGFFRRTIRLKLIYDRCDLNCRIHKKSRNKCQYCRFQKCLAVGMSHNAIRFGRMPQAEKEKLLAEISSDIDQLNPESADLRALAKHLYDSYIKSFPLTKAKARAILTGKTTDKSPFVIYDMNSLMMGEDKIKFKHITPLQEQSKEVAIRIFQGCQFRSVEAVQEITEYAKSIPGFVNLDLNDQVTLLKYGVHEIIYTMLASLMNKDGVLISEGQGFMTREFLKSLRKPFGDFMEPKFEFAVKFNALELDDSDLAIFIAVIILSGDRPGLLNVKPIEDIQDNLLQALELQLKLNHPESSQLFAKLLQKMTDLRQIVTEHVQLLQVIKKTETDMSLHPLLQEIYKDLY
Lmaj promast: Leishmania major promastigote growth inhibition, primary screen; Leishmania major promastigotes, resazurin fluorescence viability; inhibition, % at 10 µM; hit rate 9% among 200,000; AID 1063, 2008; in the data active means inhibition above about 50%;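 further: promastigotes grown with compound for 44 hours at 28 °C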
Redox H2O2 prof: compounds producing H2O2 with reducing agent – biochemical, NIH compound library profiling, artefact control for MLSCN library redox annotation, primary screen. hit rate 0.03% among 200,000. DTT-dependent redox cycling H2O2, phenol red/HRP absorbance; 100% = 100 µM peroxide control, 0% = buffer. activation, % at 10 µM;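 active means activation of at least 50% relative to the plate's high and low controls in the primary single-dose screen; inactive means activation below 50%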;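 further: compound incubated with DTT at 0.8 mM final as the reducing agent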
ROMK primary: ROMK potassium channel modulators, primary screen, cell-based, thallium flux, MLSMR library; Tet-inducible ROMK, thallium flux fluorescence; actives lie on both sides; B-score at 10 µM; hit rate 2% among 130,000; AID 1918, 2009;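 active means signal ratio slope over the read window, or its plate-corrected B-score, at least 3 SD from the plate mean, either direction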;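 further: B-score of the F/F0 ratio slope over 7 to 12 s after thallium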
RAM inhibit: inhibitors of the yeast RAM network, primary screen, dse1pr::URA3 reporter, 5-FOA selection. S. cerevisiae dse1pr::URA3 reporter, 5-FOA growth OD615, 2 d; analog-sensitive cbk1-as2 kinase mutant strain. inhibition, % at 50 µM. hit rate 1.8% among 190,000. AID 868, 2007;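 active means inhibition above a set limit, 3 SD over mean compound inhibition, cut at about 8.4% in these data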;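 further: 0% = DMSO-only wells with no growth and 100% = 10 µM 1-NA-PP1 full growth; inhibition rescues growth on 5-FOA so higher OD means more RAM inhibition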
S1P3 antagonist: S1P3 receptor antagonists, primary screen, cell-based; Sphingosine 1-phosphate receptor 3 (Homo sapiens), Q99500; inhibition, % at 4.98 µM; CHO S1P3 NFAT-BLA reporter, FRET fluorescence, antagonist mode; AID 485, 2006; hit rate 0.27% among 170,000;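 active means inhibition above the plate cutoff, the mean inhibition of test wells on that plate plus 3 SD, cut at about 28% in these data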;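 further: cells challenged with S1P at its EC80 of 0.8 µM; blue over green emission ratio from cleaved BLA substrate after 4 h stimulation; 0% = S1P-stimulated wells and 100% = unstimulated DMSO-only wells; some compounds past the cut are filed as inactive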
Target sequence (Q99500 whole entry, looked up): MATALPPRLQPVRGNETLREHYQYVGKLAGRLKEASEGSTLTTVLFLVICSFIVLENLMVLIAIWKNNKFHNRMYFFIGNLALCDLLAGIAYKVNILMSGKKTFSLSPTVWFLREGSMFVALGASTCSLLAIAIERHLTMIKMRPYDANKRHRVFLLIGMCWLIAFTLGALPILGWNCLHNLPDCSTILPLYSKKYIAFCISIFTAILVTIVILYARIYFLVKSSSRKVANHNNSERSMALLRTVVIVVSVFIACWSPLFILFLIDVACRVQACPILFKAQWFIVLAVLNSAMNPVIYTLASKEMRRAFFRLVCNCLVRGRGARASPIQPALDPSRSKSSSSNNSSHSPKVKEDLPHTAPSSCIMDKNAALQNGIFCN
PPARg SRC-3 ag: PPARgamma agonists recruiting SRC-3 coactivator, primary screen, biochemical; hit rate 0.26% among 200,000; activation, % at 8 µM; Peroxisome proliferator-activated receptor gamma (Homo sapiens), P37231; biochemical PPARgamma/SRC-3 coactivator recruitment assay; in the data active means activation above about 23%;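 further: 0% = DMSO and 100% = reference agonist; some compounds past the cut are filed as inactive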
PPARg SRC-1 ag: PPARgamma agonists recruiting SRC-1 coactivator, primary screen, biochemical; Peroxisome proliferator-activated receptor gamma (Homo sapiens), P37231; PPARgamma-SRC-1 coactivator recruitment biochemical assay; activation, % at 8 µM; hit rate 0.41% among 200,000; AID 631, 2007; in the data active means activation above about 19%;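 further: 0% = DMSO and 100% = reference agonist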
* hit, by the source's call; x = no result given.

SMILES | SRC2 TRFRET art | Efa HMGR inh | bIAP inhibitor | PPARg SRC2 recr | Lmaj promast | Redox H2O2 prof | ROMK primary | RAM inhibit | S1P3 antagonist | PPARg SRC-3 ag | PPARg SRC-1 ag
Cc1c(NC(=O)CN2C(=O)NC(C)(c3ccccc3)C2=O)c(=O)n(-c2ccccc2)n1C (stereo not drawn) | 1696 | 0 | -2 | 5 | -3 | -0.5 | 0.37 | 0.9 | 1 | 3 | 2
CCN1CCCC1CN(Cc1cc2ccc(C)cc2[nH]c1=O)C(=S)Nc1ccc(F)cc1 (stereo not drawn) | 1326 | -2 | 5 | -6 | 46 | -0.4 | -1.4 | 0.0 | -9 | -5 | -5
Cc1ccc(C(=O)NNC(=S)NC(=O)c2ccc(Cl)cc2Cl)cc1 | 1446 | -7 | 7 | -1 | 9 | -0.9 | 5.8* | 3.5 | x | -3 | 2
O/N=C/c1ccn(-c2ccc(Br)cc2)c1 | 1665 | -5 | -23 | -1 | 92* | -0.5 | 0.056 | 0.4 | 1 | 1 | 9
Cc1ccc(C(=O)NC2CCN(C(=O)N3CCOCC3)CC2)cc1 | 1671 | -4 | 6 | 2 | -4 | -0.3 | x | 3.1 | -24 | 5 | 8
CC(C)[C@@H]1NC(=O)c2cc([N+](=O)[O-])cc(I)c2OCC[C@@H](C(N)=O)NC(=O)[C@H](CCC(=O)O)NC1=O | 1380 | -9 | -16 | 6 | -9 | 0.3 | -0.34 | 0.5 | -9 | -4 | -1
CCOC(=O)c1cccc(N/C=C/C(=O)c2ccc(OC)c(OC)c2)c1 | 1690 | 2 | 9 | 4 | 3 | 0.6 | x | 0.8 | x | 7 | 0
O=C(CNC(=O)c1cccc(F)c1)OCC(=O)N1CCCCC1 | 1552 | 2 | 7 | 0 | 0 | 0.3 | x | 1.0 | 3 | -2 | 6
Cc1cc(N2CCCCC2)n2ncc(-c3ccc(Cl)cc3)c2n1 | 1504 | 0 | 6 | -3 | 3 | -0.6 | x | 3.9 | 10 | -1 | 0
O=C(NCCN1CCOCC1)C1CCC(=O)N1Cc1ccc(F)cc1 (stereo not drawn) | 1488 | -6 | 2 | 6 | -3 | 0.5 | 1.2 | 0.5 | x | -4 | -1
CN(C)C=Nc1nc2ccccc2nc1N1CCCC1 | 1714 | -7 | -35 | 5 | 2 | -0.2 | -0.48 | 0.5 | 0 | 6 | 3
CC(C)C(NC(=O)OC(C)(C)C)C(=O)N1CCCC1C(=O)NC(Cc1ccccc1)C(N)=O (stereo not drawn) | 1822 | 6 | -2 | -1 | -4 | -0.2 | x | 2.0 | 13 | 2 | 4
CN(CCCNC(=O)C1CCC(=O)N1Cc1ccc(F)cc1)c1ccccc1 (stereo not drawn) | 1563 | 2 | 2 | -2 | -8 | -1.6 | x | 1.9 | 21 | -10 | 10
Cc1ccc(N(C(=O)c2ccccn2)C2(C(=O)NC3CCCC3)CCCCC2)cc1 | 1268 | 0 | -15 | -3 | 11 | 0.0 | 0.6 | 0.2 | x | -7 | 2
O=C(Nc1cc(C(=O)N2CCOCC2)ccc1N1CCCC1)c1cccs1 | 1467 | -4 | -1 | -2 | 0 | 2.2 | x | 0.0 | 15 | -9 | 1
CCc1c(C)sc(NC(=O)c2cc(C3CC3)on2)c1C#N | x | -7 | 8 | x | -8 | -1.1 | x | 3.4 | -6 | x | x
CCOc1c2ccc(C(=O)NCc3ccco3)cc2nn1CC | 1568 | -4 | 3 | 6 | -2 | -5.5 | -0.43 | 2.4 | x | -1 | 2
CC(C)n1cc(/C=C2\NC(=O)N(c3cccc(Cl)c3)C2=O)c2ccccc21 | 1545 | 0 | 18 | 16 | 12 | 0.2 | -0.3 | 2.6 | x | 0 | 6
O=C(CSCc1ccccc1)NNC(=S)Nc1cccc(Cl)c1Cl | 1431 | -2 | 15 | 0 | -13 | 3.6 | x | 4.6 | x | -5 | -4
CCOC(=O)c1c(C)c(C(=O)N2CCCCCC2)c(C)n1C | 1536 | 0 | -1 | -6 | 4 | 0.1 | 0.39 | 3.0 | -10 | -6 | 3
CCOC(=O)c1n[nH]c2ccccc12 | 1640 | -2 | 4 | 2 | -9 | -0.2 | 2.2* | 0.8 | x | -5 | 4
COc1ccc(/C=N/n2c(C)cc(C)cc2=O)cc1 | 1774 | -8 | -17 | 10 | -6 | 0.3 | x | 0.9 | 3 | 8 | 9
Cc1cc(C)c2c(=O)[nH]n(C3CCOC(C)(C)C3)c2n1 (stereo not drawn) | 1619 | -4 | 9 | 0 | -4 | -1.0 | x | -0.6 | -10 | -3 | 1
Cc1cc(=O)n2[nH]c(NCc3c(F)cccc3Cl)nc2n1 | 1571 | -1 | 7 | -5 | -5 | 2.5 | -0.0011 | 0.8 | -12 | 0 | 10
Cc1nn(-c2ccccc2)c(C)c1C(=O)OCC(=O)NCc1ccco1 | 1431 | -2 | -3 | 4 | 3 | 0.0 | -0.37 | 3.0 | -15 | 0 | -2
SMILES | SRC2 TRFRET art | Efa HMGR inh | bIAP inhibitor | PPARg SRC2 recr | Lmaj promast | Redox H2O2 prof | ROMK primary | RAM inhibit | S1P3 antagonist | PPARg SRC-3 ag | PPARg SRC-1 ag
CCc1nnc(NC(=O)c2cccc(S(=O)(=O)N3CCc4ccccc43)c2)s1 | 1561 | -2 | 10 | 1 | -6 | -0.4 | -0.15 | 2.4 | x | -4 | 8
COc1ccc(-c2ccnc3nc(N4CCOCC4)nn23)cc1 | 1357 | -3 | 3 | 1 | 1 | 12 | x | 0.5 | x | 6 | -9
Fc1ccc(NC(=S)Nc2cccnc2)cc1Cl | 1675 | -2 | -3 | -4 | 10 | -0.6 | 0.03 | -0.3 | 0 | -6 | -7
O=c1sc(N2CCN(c3ccccc3F)CC2)nc2ccsc12 | 1580 | -6 | 14 | 3 | -6 | -0.7 | x | 3.8 | 23 | 8 | 6
Cc1ccc(S(=O)(=O)N2CCOCC2)cc1C(=O)NCCCn1ccnc1 | 1576 | 2 | -5 | 5 | -3 | 0.1 | 0.66 | -1.1 | x | 5 | -4
CCOC(=O)N1CCC(NC(=O)Cn2nc(Cc3ccncc3)c3ccccc3c2=O)CC1 | 1530 | 1 | -12 | -10 | -7 | -0.5 | x | 0.5 | -19 | -14 | 2
Cn1c(SCc2ccccc2)nnc1C1CCCNC1 (stereo not drawn) | 1583 | 1 | 8 | -7 | -5 | 2.7 | x | 1.8 | -15 | -7 | -2
COc1ccc(C2SCC(=O)N2c2nnc(C34CC5CC(CC(C5)C3)C4)s2)cc1 (stereo not drawn) | 1688 | -5 | -3 | 8 | 98* | 0.2 | 0.18 | 3.2 | -14 | 2 | 4
CSc1oc(-c2ccccc2)nc1S(=O)(=O)c1ccc(C)cc1 | 1843 | -2 | 9 | 26* | -7 | -2.6 | x | 3.8 | 46 | 16 | 16
O=C(/C=C/c1ccc([N+](=O)[O-])cc1)NC1CC2CCC1C2 (stereo not drawn) | 1584 | -6 | 1 | 7 | 5 | -1.3 | -0.8 | 1.0 | 7 | 1 | 0
O=C(Cc1ccc(Cl)cc1)N/N=C/c1ccncc1 | 1752 | -3 | 8 | 12 | -1 | -0.5 | 0.96 | 2.5 | -15 | -2 | 2
COc1cc(/C=N/O)cc(Br)c1OC | 1462 | -7 | -29 | 4 | -1 | -0.1 | x | 0.4 | 19 | -4 | -1
Cc1ccc(S(=O)(=O)N(C)/N=C/c2ccc(C(=O)O)cc2)cc1 | 1443 | -2 | -26 | 6 | -6 | -1.3 | 0.66 | 4.5 | -8 | 2 | -1
Cc1cc[n+](CC(=O)c2ccccc2)c2ccccc12 | 1467 | 0 | 12 | 7 | -2 | -1.0 | 0.55 | 2.3 | -10 | 4 | 2
C=CCOc1ccccc1CNc1cccc(F)c1 | 1567 | -1 | 0 | 5 | -8 | -0.6 | -0.21 | 1.0 | 5 | -1 | 2
CCN(CC)c1ccc(/C=N/NC(=O)c2cnccn2)cc1 | 1652 | -6 | 11 | 3 | 4 | -0.1 | 3.7* | 1.7 | 14 | 11 | 0
O=C(NC1CCCCC1)C(c1ccc2ncccc2c1)N(Cc1ccc2c(c1)OCO2)C(=O)c1ccc2c(c1)OCCO2 (stereo not drawn) | 1486 | 2 | 1 | 8 | 35 | -0.1 | -0.27 | 2.4 | 3 | 2 | -2
CSc1ccccc1C(=O)NCC1CCCO1 (stereo not drawn) | 1226 | -1 | 1 | -10 | -1 | 0.2 | 0.69 | 2.3 | x | -2 | -2
COC(=O)c1cc(OC)c(OC)cc1NC(=O)c1cccnc1 | 1448 | -5 | -16 | 1 | 8 | 1.2 | -0.79 | -0.3 | -2 | -9 | 2
CC1CCc2ccccc2N1C(=O)c1cccs1 (stereo not drawn) | 1724 | 0 | 13 | 14 | -5 | -0.1 | -0.005 | 0.7 | 25 | -12 | 0

Retrieved by structure from above (seven):
SMILES | SRC2 TRFRET art | Efa HMGR inh | bIAP inhibitor | PPARg SRC2 recr | Lmaj promast | Redox H2O2 prof | ROMK primary | RAM inhibit | S1P3 antagonist | PPARg SRC-3 ag | PPARg SRC-1 ag
CSc1ccccc1C(=O)NCC1CCCO1 (stereo not drawn) | 1226 | -1 | 1 | -10 | -1 | 0.2 | 0.69 | 2.3 | x | -2 | -2
C=CCOc1ccccc1CNc1cccc(F)c1 | 1567 | -1 | 0 | 5 | -8 | -0.6 | -0.21 | 1.0 | 5 | -1 | 2
CCN(CC)c1ccc(/C=N/NC(=O)c2cnccn2)cc1 | 1652 | -6 | 11 | 3 | 4 | -0.1 | 3.7* | 1.7 | 14 | 11 | 0
CCOC(=O)N1CCC(NC(=O)Cn2nc(Cc3ccncc3)c3ccccc3c2=O)CC1 | 1530 | 1 | -12 | -10 | -7 | -0.5 | x | 0.5 | -19 | -14 | 2
Cc1cc[n+](CC(=O)c2ccccc2)c2ccccc12 | 1467 | 0 | 12 | 7 | -2 | -1.0 | 0.55 | 2.3 | -10 | 4 | 2
CC1CCc2ccccc2N1C(=O)c1cccs1 (stereo not drawn) | 1724 | 0 | 13 | 14 | -5 | -0.1 | -0.005 | 0.7 | 25 | -12 | 0
CSc1oc(-c2ccccc2)nc1S(=O)(=O)c1ccc(C)cc1 | 1843 | -2 | 9 | 26* | -7 | -2.6 | x | 3.8 | 46 | 16 | 16
